Screening results: PubChem BioAssay, National Center for Advancing Translational Sciences (NCATS)
JMJD2A Tudor inh: JMJD2A Tudor domain (human) inhibition. Potency, µM (titrated, usually from 114 µM), inactives show at the highest dose activity change, negative = inhibition, hits mostly inhibitors. hit rate 4.4% among 390,000. AlphaScreen JMJD2A-Tudor / H3K4me3 peptide binding. AID 504339; also: potency is read from the fitted curve at half-maximal effect; % is scaled to controls: 0 for no effect and ±100 for the full control effect; nearly all actives have a fitted effect of over 50% in size
RGS4 inh: human RGS4 inhibition. P49798. Transcreener GDP fluorescence polarization, RGS4-accelerated GTP hydrolysis. Potency, µM (series often up to 114 µM), inactives show at the top dose activity change, negative = inhibition, hits mostly inhibitors. hit rate 0.039% among 390,000. AID 504845; also: potency is read from the fitted curve at half-maximal effect; % is scaled to controls: 0 for no effect and ±100 for the full control effect; nearly all actives have a fitted effect of over 75% in size; some results filed as inactive show a strong effect at the top dose
Target sequence (P49798 whole entry, looked up): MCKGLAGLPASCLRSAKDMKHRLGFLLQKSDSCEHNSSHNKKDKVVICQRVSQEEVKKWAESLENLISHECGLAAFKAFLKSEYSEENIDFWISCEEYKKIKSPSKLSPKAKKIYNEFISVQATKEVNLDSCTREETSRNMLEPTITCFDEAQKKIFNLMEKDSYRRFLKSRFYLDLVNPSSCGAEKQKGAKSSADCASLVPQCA
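MLSMR compounds (23 nl, pin-transferred) preincubated 10 min at room temperature with a 500nM (2x) first reagent, then RGS4 at 900nM (2x) plus Transcreener GDP mix added; fluorescence polarization (620/688 nm) read before and after 90 min at 30 °C.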
ERG Ets-DNA blk: blocks human ERG Ets domain binding to DNA; fluorescence polarization, His-ERG Ets domain / labelled DNA; Potency, µM (series often up to 76.9 µM), without a hit: top-dose FP activity, negative = inhibition, actives largely listed as inhibitors; hit rate 0.028% among 370,000; active = well fitted inhibition curve with a large enough effect in the polarisation, with a control signal flat; inconclusive = small, poorly fitted or top-dose-only effect, or effect the other way, or a change in a side signal; inactive = no such curve, though single readings can be large or run the other way; the % refers to the polarisation;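 also: polarization taken with two DNA probes labelled with fluorescein and Texas red; potency is read from the fitted curve at half-maximal effect; % of control where 0% means no effect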
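His-tagged ERG Ets domain (1 uM in the protein solution; 300mM KCl, 50mM Tris-HCl, 1mM EDTA, 1mM DTT, pH 7.5) received compound, then a probe mix of 5 nM fluorescein-DNA and 100nM Texas-615-DNA. Fluorescence polarization was read for both dyes.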
PI4K2A inh: blocks human PI4K2A kinase activity | AID 1346378 | purified PI4K2A, ADP-Glo luminescence, 1 h; hits give low values | hit rate 0.13% among 420,000 | activity change, negative = inhibition, % at 76.9 µM; in the data active = activity change below about -50%; inconclusive = mostly about -30% to -49%;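 also: -100% = wells without enzyme as full effect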
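In this quantitative HTS, ADP production by PI4K2A was quantified luminescently after 1 h at ambient temperature; 100 microM adenosine served as plate-quality control.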
G9a inh: blocks human histone lysine methyltransferase G9a; hit rate 8.8% among 350,000; Potency, µM (highest dose often 102 µM), for the others: at the top dose activity, negative = inhibition, most hits filed as inhibitors; AID 504332; G9a H3K9 monomethylation, AlphaScreen, 2 h; Q96KQ7; also: potency is read from the fitted curve at half-maximal effect; % is scaled to controls: 0 for no effect and ±100 for the full control effect; nearly all actives have a fitted effect of over 75% in size
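Using a bead-based AlphaScreen, monomethylated H3K9 product from 2 h room-temperature reactions (G9a 20 nM, peptide 500 nM, SAM 20 uM) was detected with 0.5 ug/mL rabbit anti-H3K9me1 antibody.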
GLS inhibitor: glutaminase GLS (human) inhibition; AID 624170; hit rate 0.21% among 410,000; O94925; Potency, µM (highest dose often 45.5 µM), without a hit: at the highest dose activity change, negative = inhibition, most hits filed as inhibitors; GLS enzymatic activity, qHTS titration; also: potency is read from the fitted curve at half-maximal effect; % is scaled to controls: 0 for no effect and ±100 for the full control effect
Target sequence (O94925 whole entry, looked up): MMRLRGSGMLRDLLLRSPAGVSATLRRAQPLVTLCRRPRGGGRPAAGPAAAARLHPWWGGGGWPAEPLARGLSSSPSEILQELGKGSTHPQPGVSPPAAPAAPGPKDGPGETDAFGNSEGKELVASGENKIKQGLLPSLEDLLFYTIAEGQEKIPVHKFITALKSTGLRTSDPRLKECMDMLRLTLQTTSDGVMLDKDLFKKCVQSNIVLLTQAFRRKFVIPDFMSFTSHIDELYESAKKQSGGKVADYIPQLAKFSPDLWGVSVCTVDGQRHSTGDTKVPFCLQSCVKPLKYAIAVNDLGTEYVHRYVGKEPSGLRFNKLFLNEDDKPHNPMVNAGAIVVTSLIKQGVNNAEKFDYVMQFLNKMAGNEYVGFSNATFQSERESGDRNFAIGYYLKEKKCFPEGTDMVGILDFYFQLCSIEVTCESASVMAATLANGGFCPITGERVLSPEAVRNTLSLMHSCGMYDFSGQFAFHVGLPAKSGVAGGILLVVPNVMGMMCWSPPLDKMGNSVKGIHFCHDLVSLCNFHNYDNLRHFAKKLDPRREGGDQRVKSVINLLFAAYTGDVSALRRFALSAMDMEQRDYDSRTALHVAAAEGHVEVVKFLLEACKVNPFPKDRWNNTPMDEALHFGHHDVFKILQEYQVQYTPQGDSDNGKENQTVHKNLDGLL
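hKGA; 45 mM KH2PO4 pH 8.2 + 0.02% Tween-20; cpd via pin tool; 1 mM Gln soln; GluOx/HRP/Amplex Red; RT 30 min; fluor. t0 & final.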
HP1b binding inh: inhibitors of HP1-beta chromodomain binding to methylated histone tails | hit rate 0.56% among 390,000 | AlphaScreen HP1-beta / biotin-H3K9me3 peptide binding | Potency, µM (top dose mostly 114 µM), inactives show at the highest dose activity change, negative = inhibition, most hits filed as inhibitors; also: potency is read from the fitted curve at half-maximal effect; nearly all actives have a fitted effect of over 70% in size; inactives centre near 23
Target sequence (P83916 whole entry, looked up): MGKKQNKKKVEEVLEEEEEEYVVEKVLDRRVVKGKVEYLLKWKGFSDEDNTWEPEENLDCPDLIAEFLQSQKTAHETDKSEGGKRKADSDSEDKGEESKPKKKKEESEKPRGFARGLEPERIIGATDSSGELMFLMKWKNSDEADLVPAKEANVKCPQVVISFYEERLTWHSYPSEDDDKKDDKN
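HP1-beta protein (50 nM final) preincubated 30 min at room temperature with biotinylated H3(1-18)K9me3 peptide (50 nM) in PBS pH 7.4, 0.01% Tween-20, then compound added for 30 min. AlphaScreen streptavidin donor/nickel chelate acceptor beads (10 ug/mL final), 30 min dark, luminescence read.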
12-LOX inh: ALOX12 (human) lipoxygenase inhibition; P18054; purified 12hLO, xylenol orange hydroperoxide absorbance; Potency, µM (top dose mostly 108 µM), without a hit: top-dose activity change, negative = inhibition, most hits filed as inhibitors; hit rate 1.1% among 580,000; AID 1671190; also: potency is read from the fitted curve at half-maximal effect; % is scaled to controls: 0 for no effect and ±100 for the full control effect
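Hydroperoxide product was detected by ferrous iron/xylenol orange as the 573 to 405 nm absorbance ratio. Arachidonic acid at 40 uM (final) was turned over for 30 min at room temperature by 150 nM human 12hLO, pH 7.0 Hepes buffer, after 15 min compound preincubation.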
BAZ2B block: blocks human BAZ2B. Q9UIF8. AlphaScreen BAZ2B-H3K14Ac peptide displacement. Potency, µM (highest dose often 114 µM), inactives show at the highest dose activity change, negative = inhibition, most hits filed as inhibitors. hit rate 4.4% among 360,000; also: potency is read from the fitted curve at half-maximal effect; % is scaled to controls: 0 for no effect and ±100 for the full control effect; nearly all actives have a fitted effect of over 60% in size
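Multi-concentration screen (max 110 uM) measuring displacement of acetylated histone H3 peptide from BAZ2B by AlphaScreen, using 50 nM protein, 50 nM peptide and 10 ug/mL streptavidin donor plus Ni-chelate acceptor beads.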
* marks the source's active call; other numbers are inactive results; ? = inconclusive; . = not tested or not shown; [ ] = remark or other dose. Unless noted, calls follow the shape of the dose curve; as a rule, active = well fitted curve in the direction sought with a large enough effect; inconclusive = small, poorly fitted or top-dose-only effect, or another doubt; inactive = no such curve, though single readings can be large; an effect the other way counts as inactive or inconclusive. A portion of the library. The share of hits here may be higher or lower than overall.

| JMJD2A Tudor inh | RGS4 inh | ERG Ets-DNA blk | PI4K2A inh | G9a inh | GLS inhibitor | HP1b binding inh | 12-LOX inh | BAZ2B block | smiles |
| --- | --- | --- | --- | --- | --- | --- | --- | --- | --- |
| 38.9%[activator] | -1.4% | -0.5% | -9.1 | -7.3%[12.7 µM] | -19.1% | 80.1% | -54.6% | 51.8%[activator] | COC(=O)c1ccccc1NC(=O)C1COc2ccccc2O1 (configuration not stated) |
| 5.1% | -13.9% | -2.1% | 3.3 | 8.2% | 2.6% | 23.0% | 24.1% | -12.0% | COc1ccc(-c2c[nH]c(=O)[nH]c2=O)cc1OC |
| -0.7% | 30.2% | 2.8% | 4.6 | 5.1%[0.501 µM] | -4.7% | 24.5% | 2.4% | 0.5% | Cc1nnc(SC(C)C(=O)NC2CCCCC2C)s1 (configuration not stated) |
| -5.5% | -29.5% | -6.8% | 0.0 | 16.0% | 1.8% | 33.1% | -1.6% | 2.5% | O=C(NC1CCCCCC1)c1nnc(Cc2ccc(Cl)cc2)o1 |
| -9.7% | 6.4% | -1.8% | -6.9 | -7.1%[12.7 µM] | -0.6% | 20.7% | -15.6% | 5.9% | O=C(OCC(=O)N1CCN(C(=O)COC(=O)c2ccncc2)CC1)c1ccncc1 |
| -10.5% | -8.6% | -5.6% | 10.6 | ? | -10.2% | 24.8% | 0.0% | -5.0% | O=C(c1ccc(F)cc1)C1CCN(Cc2cn[nH]c2-c2ccc(F)cc2)CC1 |
| -25.0% | -31.2% | 4.3% | 3.6 | 5.6%[59 µM] | 18.1% | 7.2% | -3.1% | -6.1% | COc1cccc(C2CC(c3ccccc3Cl)Nc3nc(N)nn32)c1 (configuration not stated) |
| 8.7% | 11.9% | -3.0% | -1.1 | . | -7.5% | 24.1% | -10.1% | -9.3% | CCn1c(=O)cc(OCC(=O)NC2CC2)c2ccccc21 |
| ? | 8.6% | -4.5% | 4.3 | . | 0.8% | 6.7% | . | . | CC(C)[C@@H]1CN=C(N)N1C[C@@H]1CCCN1C[C@H](C)N1C[C@@H](Cc2ccccc2)N(CCc2ccc(Cl)c(Cl)c2)C1=N |
| ? | 21.9% | 9.5% | -2.8 | ? | -1.1% | 25.0% | 22.4µM* | ? | CCOc1ccc(Nc2nc(C)c(NC(=O)c3ccc(C)cc3)c(Nc3ccc(OCC)cc3)n2)cc1 |
| -15.9% | -7.8% | -11.8% | 1.8 | -2.9%[12.7 µM] | -4.2% | 21.8% | -1.2% | ? | CN(CC(=O)Nc1c(Cl)cccc1Cl)C(=O)c1cccn1C |
| 1.4% | -15.6% | 5.7% | 1.0 | 1.4% | -2.1% | 27.8% | -12.6% | -13.5% | Cc1ccc(NS(=O)(=O)c2cc(C(=O)NCc3ccncc3)ccc2C)cc1 |
| -7.0% | 5.6% | 2.4% | -1.4 | . | -3.5% | 29.6% | -0.9% | . | OCC[C@@H]1C[C@H](O)[C@@H](O)[C@@]2(CCCO2)O1 |
| -10.3%[11.4 µM] | 16.8%[11.4 µM] | 1.9% | -5.1 | 9.9%[59 µM] | -2.9% | 24.5% | 137.1%[activator] | 10.8% | CCOCCCNC(=O)c1ccccc1SC |
| -3.6% | -3.2% | 5.1% | -1.2 | . | -4.0% | 42.7%[activator] | ? | . | O=C(NCCCc1ccccc1)c1cccc(NC(=O)C2CCC2)c1 |
| -22.5% | -26.0% | 3.7% | -2.6 | 1.1%[59 µM] | 3.1% | 25.1% | 2.6% | -12.1% | Cc1c(CNCc2ccc(Cl)cc2)c(C(=O)O)c(C)n1Cc1ccc(F)cc1 |
| -4.0% | 9.8% | 2.7% | 0.1 | . | 10.4% | 23.6% | -1.1% | -4.2% | CCCn1cc(CN2CCN(Cc3ccc(C)o3)C(CCO)C2)c(C)n1 (configuration not stated) |
| -7.0% | 8.2% | -6.4% | 4.4 | -4.8%[0.501 µM] | -0.4% | 29.4% | -3.8% | 10.9% | CC(C)(C)OC(=O)N[C@H](C(=O)OC(C)(C)C)c1ccc2c(c1)OCO2 |
| -17.2% | -2.5% | -3.9% | -3.4 | . | 5.2% | 25.4% | 0.0% | . | CC(=O)c1ccc(S(=O)(=O)N2CCN(CCOc3ccccc3)CC2)cc1 |
| -11.6% | 4.5% | 1.8% | -1.3 | 3.7%[12.7 µM] | -3.8% | 26.9% | -14.7% | 5.6% | COC(=O)c1sccc1NC(=S)N1CCCCC1 |
| -6.1% | -10.9%[56.9 µM] | -6.0% | -0.8 | 9.9% | 1.9% | 53.0%[activator] | 4.3% | -3.5% | CC1=C(C(=O)Nc2ccccc2)C(c2cccs2)NC(=O)N1 (configuration not stated) |
| -18.0% | 4.0% | 12.1% | 3.5 | . | -2.6% | 21.3% | ? | . | CCN1C[C@@H]2[C@@H]3C(=O)N(C)C(=O)[C@@H]3[C@](C)(C1=O)N2C(=O)c1ccccc1 |
| 55.2%[activator] | -15.8% | -0.6% | 0.3 | 12.1%[12.7 µM] | 0.0% | 114.1% | -8.5% | 42.2%[activator] | COC(=O)c1ccccc1NC(=O)N1c2ccccc2CC1C (configuration not stated) |
| ? | -36.6% | -8.1% | -1.8 | ? | 0.3% | -7.1% | -22.6% | ? | CCc1ccc(Nc2ccc(C(N)=O)cc2[N+](=O)[O-])cc1 |
| -10.3% | 1.0% | -12.6% | -0.2 | -2.7% | 6.8% | 32.8% | 0.0% | -8.4% | Cc1ccc(CC(=O)N2CCN(C(=O)C3CCCO3)CC2)cc1 (configuration not stated) |
| -6.2% | -25.0% | . | -3.5 | . | 0.5% | 45.1%[activator] | -11.1% | . | COc1ccc(C2=Cc3ccc(OC(C)=O)cc3OC2)cc1 |
| ? | -12.4% | -4.5% | -1.2 | . | 3.9% | 1.0% | ? | . | O=C(COC(=O)c1cc(Cl)cc(Cl)c1)NCc1ccco1 |
| -31.3% | 38.5% | -3.3% | 1.4 | -34.9%[2.33 µM] | -6.4% | 3.0% | -11.5% | -34.3% | O=C(Nc1ccccc1C(=O)NCc1ccco1)c1ccco1 |
| -8.3% | 17.6% | -0.5% | -4.3 | 4.0%[59 µM] | 1.3% | -5.6% | -22.0% | -15.2% | Cc1nn2c(=O)cc(COC(=O)c3ccco3)nc2s1 |
| ? | -12.0% | -5.1% | -3.3 | ? | -7.0% | 36.0% | . | -11.4% | CCCCOc1ccc(C2OC34CCCCC3C(C#N)(C#N)C2(C#N)C(=N)O4)cc1 (configuration not stated) |
| -27.6% | -20.4% | -5.9% | -8.9 | 25.4%[2.33 µM] | 11.4% | 0.5% | 13.0% | ? | COc1ccc(-n2c(Cc3cccn3C)nnc2SCC(=O)Nc2cccc(NC(C)=O)c2)cc1 |
| -22.9% | 4.0% | -0.4% | 7.6 | 3.8% | -1.8% | 5.1% | 282.4%[activator] | 0.7% | CCN(CC)CCNC(=O)c1cc2c(=O)n(C)c3ccccc3c2n1C |
| 1.7% | 6.5% | -5.5% | -0.3 | -25.5% | -5.1% | 16.2% | -12.1% | -10.0% | CCOc1ccc(C(CC(=O)O)NC(=O)CCCOc2ccc(Cl)cc2C)cc1 (configuration not stated) |
| -21.7% | -4.7% | -0.6% | 4.5 | ? | 1.5% | 35.3%[activator] | 17.9% | -30.2% | CCSCCOC(=O)C1=C(C)NC2=C(C(=O)CCC2)C1c1coc2ccccc2c1=O (configuration not stated) |
| -24.8% | ? | -3.6% | -8.4 | 7.94µM* | 20.7% | 8.5% | -21.9% | -35.1% | CN(C)C(=S)N=Nc1[nH]c2ccccc2c1O |
| -16.6% | ? | 5.4% | -5.5 | 44.7µM* | -10.1% | ? | -0.5% | ? | CCOC(=O)c1c(-c2ccc(C)o2)csc1NC(=O)CN1CCC(C(N)=O)CC1 |
| -9.6% | -22.1% | . | 0.7 | -0.3%[0.501 µM] | 18.9% | 9.7% | 8.2% | -7.8% | Cc1ccc(NC(=S)N2CCCC(c3nc4ccc(C)cc4[nH]3)C2)c(C)c1 (configuration not stated) |
| -23.8% | 9.7% | -7.8% | 5.8 | -32.8%[59 µM] | 21.6% | 21.1% | 0.0% | ? | O=C(O)CCNc1ccc(Cl)cc1 |
| 5.7% | -4.2%[56.9 µM] | 1.9% | -3.7 | -3.1% | 0.7% | 60.6%[activator] | 481.9%[activator] | -2.9% | CCc1ccccc1NC(=O)N1CCC(NC(=O)C(Cc2ccccc2)NC(C)=O)CC1 (configuration not stated) |
| -16.2% | ? | 1.6% | -20.7 | . | 5.6% | -24.4% | -11.3% | -4.6% | COc1ccccc1N(CC(=O)Nc1ccc(C(F)(F)F)cc1)S(C)(=O)=O |
| 16.6% | 4.6% | 0.4% | 2.6 | ? | 0.4% | 46.2%[activator] | 35.7% | 10.7% | Cc1cc(OCC(=O)N(C)Cc2ccccc2)ccc1Cl |
| -7.0% | -9.9% | -6.2% | -0.6 | -40.8%[59 µM] | -4.8% | 43.8%[activator] | -25.9% | -31.7% | Cc1ccccc1NC(=O)Nc1nnc(N2CCCCCC2)s1 |
| -13.5% | -26.9% | -4.5% | 1.0 | -49.8%[59 µM] | 5.8% | 14.3% | ? | 3.3% | O=C1/C(=C\c2ccccc2)CCc2c1[nH]c1ccccc21 |

A few values from the results shown:
For GLS inhibitor, CCc1ccccc1NC(=O)N1CCC(NC(=O)C(Cc2ccccc2)NC(C)=O)CC1 (configuration not stated) is entered as 0.7%
For RGS4 inh, CCN(CC)CCNC(=O)c1cc2c(=O)n(C)c3ccccc3c2n1C is entered as 4.0%
